# RT RNaseH block: blocks HIV-1 RNase H cleavage of RNA/DNA duplex; actives 1.9% (n = 65,000); P04585; RT-RNase H RNA/DNA duplex cleavage, fluorescence; inhibition, % at 10 µM; in the data active = inhibition above about 50%
# RmlC RmlD mix: mixture blocks RmlC and RmlD coupled enzyme activity; RmlC/RmlD coupled enzyme inhibition, 384-well mixture HTS; actives 0.39% (n = 110,000); inhibition, % at 5.5 µM; AID 1532; in the data active = inhibition above about 30%, passing the limit was not always enough; also: strong numbers were not always called active
# * hit, by the source's call; . = not tested or not shown; & = joins results of further samples.
SMILES,RT RNaseH block,RmlC RmlD mix
Fc1cc2ncn(Cc3ccccc3)c2cc1F,-19,-8
OCCN(CCO)c1ncnc2c1sc1nc(N3CCOCC3)c3c(c12)CCCC3,-44,6
O=S(=O)(CCN(CCS(=O)(=O)C(F)(F)F)CC1CCCO1)C(F)(F)F (centres undefined),13,-4
COc1ccc(C(=O)Nc2nnc(C(F)(F)F)s2)cc1,1,-2
Cc1cc(C(=O)NCc2cccs2)cs1,0,4
CCCC(c1nnnn1C(C)(C)CC)N(Cc1ccco1)Cc1cc2ccc(OC)cc2[nH]c1=O (centres undefined),-12,8
CN(C)/C=C(/C#N)C(=O)c1cccc(Oc2ccc(C(C)(C)C)cc2)c1,.,-11
Cc1ccc(NC(=O)c2nnn(-c3cc(C)cc(C)c3)c2N)cc1,8,-2
CN(C(=O)Nc1ccccc1)C1CCS(=O)(=O)C1 (centres undefined),.,-13
O=C(Nc1cccn2ncnc12)c1ccc(Cl)cc1,.,-118
COCCCNC(=O)c1c(NC(=O)c2ccccc2)n(Cc2ccccc2)c2nc3ccccc3nc12,.,-151
CCOC(=O)c1ccc(NC(=O)CN2CCc3ccccc3C2)cc1,-5,-13
CCOC(=O)c1cc(NC(=O)N(C(C)C)C(C)C)c(C)nc1C,.,-3
O=C(O)CCCNCc1ccccc1F,4,4
COC(=O)c1[nH]c2cc(OC)ccc2c1NC(=O)CN1CCOCC1,-2,2
CCC1=C2CC[C@H]3C(=O)N(CC)C(=O)[C@H]3[C@H]2[C@@]2(Cc3ccccc3)C(=O)N(Cc3ccccc3)C(=O)N2C1=O,.,-25
Cc1noc(C)c1S(=O)(=O)N1CCC(C(=O)N(C)Cc2ccccc2)CC1,-3,-11
CSc1oc(-c2ccco2)nc1S(=O)(=O)c1ccc(Br)cc1,-24,5
CC1(C)Cc2ccccc2-c2nnc(SCC(=O)N3CCN(c4ccccc4)CC3)n21,-2,-6
CC1CCN(c2nc3ccc(C(=O)N4CCN(Cc5ccccc5)CC4)cc3s2)CC1,.,-5
C=CCc1ccccc1OCC(O)Cn1ccnc1C (centres undefined),-16,8
CN=C(Nc1ccc(Cl)cc1)c1ccc(C(F)(F)F)cc1,.,-3
COC(=O)CN(n1cnnc1)S(=O)(=O)c1ccccc1Cl,.,-11
Oc1c(Br)cc2oc3c(c2c1CNCc1ccccc1)CCCC3,.,-7
O=C(Nc1ccccc1)C1CC(=O)N(c2ccc3c4c(cccc24)CC3)C1 (centres undefined),.,-12

# Structural class, those above with fluorine
SMILES,RT RNaseH block,RmlC RmlD mix
Fc1cc2ncn(Cc3ccccc3)c2cc1F,-19,-8
O=S(=O)(CCN(CCS(=O)(=O)C(F)(F)F)CC1CCCO1)C(F)(F)F (centres undefined),13,-4
COc1ccc(C(=O)Nc2nnc(C(F)(F)F)s2)cc1,1,-2
O=C(O)CCCNCc1ccccc1F,4,4
CN=C(Nc1ccc(Cl)cc1)c1ccc(C(F)(F)F)cc1,.,-3

# (listing goes on)
SMILES,RT RNaseH block,RmlC RmlD mix
CC[N+](C)(C)Cc1ccccc1Br,2,-15
CN(C)CCN(Cc1ccccc1)c1ccccn1,-18,-14
CN(CC(=O)NCc1cccc(F)c1)C(=O)c1ccco1,-3,-6
COCCSc1nnc(NS(=O)(=O)Cc2ccccc2)s1,9,66
Cc1cccc(-c2nc(CSCC(=O)N3CCN(Cc4ccc5c(c4)OCO5)CC3)c(C)o2)c1,-29,.
CCOC(=O)c1c(C)[nH]c(C=Nc2ccc(OC)cc2)c1O,.,-13
CCOC(=O)C1CCCN(S(=O)(=O)c2ccccc2)C1 (centres undefined),.,-10
COCCn1c(SCC(=O)Nc2cc(C)on2)nnc1-c1ccco1,.,-12
Cc1cccc2cc(CN(Cc3ccco3)C(=O)c3cccs3)c(=O)[nH]c12,1,5
CC(C)C1OC2c3cccc4cccc(c34)C2N1c1ccccc1 (centres undefined),.,4
NC(=O)c1ccc(C(F)(F)F)n(Cc2ccc(Cl)cc2)c1=O,.,-4
O=C(COc1nc2ccccc2nc1N1CCOCC1)N1CCc2ccccc21,-7,4
Cc1ccc(S/C=C\C(=O)c2ccccc2)cc1,.,-6
CCOC(=O)CNC(=O)c1cn(CC)c(=O)c2cc(OC)c(OC)cc12,-17,-9
Cc1ccc2c(c1)CC1(CN2C)C(=O)OC(C)(C)OC1=O,.,-11
COc1ccc(-c2nc(C(N)=O)c3[nH]c(=O)n(-c4ccccc4OC)c3n2)c(OC)c1,-6,5
Cc1ccc2c(c1)N(CCC(=O)NC(C)C)C(=O)CO2,.,-7
COc1ccc(NC2CS(=O)(=O)CC2NCc2ccco2)cc1 (centres undefined),1,-12
COC(=O)Cn1cnc2ccccc2c1=O,.,37
O=C1c2cccc(O)c2C(=O)c2c(O)cc(CO)cc21,.,-14
Cc1ccc(N2CC(C(=O)NCc3ccccn3)CC2=O)cc1 (centres undefined),24,-12
CCOc1ccccc1NC(=O)c1ccc2nccnc2c1,-13,-9
O=c1[nH]c2cccc(Cl)c2n(CCNc2ncc(C(F)(F)F)cc2Cl)c1=O,.,-34
O=C(CCC1COc2ccccc2O1)N1CCCC1 (centres undefined),-18,2
Cc1nc2c(C(=O)N3CCN(C)CC3)cnn2c(C)c1Cc1ccc(Cl)cc1,.,-95

# Additional results.
SMILES,RT RNaseH block,RmlC RmlD mix
C=CCOC(=O)c1sc(NC(=O)c2ccco2)nc1C,-15,-9
Cc1ccc(COn2c(-c3ccc(Cl)cc3Cl)nc3ncccc32)cc1,.,-11
CCc1ccc(N2C(=O)C3ON(c4ccccc4)C(c4ccco4)C3C2=O)cc1 (centres undefined),-10,-16
OC(c1ccc2c(c1)OCO2)c1nccc2ccccc12 (centres undefined),-42,-15
N#CC1=C(N)Oc2c(oc(CO)cc2=O)C1c1cccs1 (centres undefined),4,-317
O=C(CCC(=O)OCC(=O)c1ccccc1)NC1CCCCC1,-13,-6
COc1ccc(Br)cc1/C=N/NC(=O)CNC(=O)/C=C/c1ccccc1,.,6
Cc1ccc(-c2nc(-c3ccccc3)no2)c(Cl)c1,-19,3
COc1ccc(C(=O)C(Cc2ccccc2)N(C)C)cc1 (centres undefined),5,-5
CCc1cc2c(=O)n(-c3ccc(Br)cc3)cnc2s1,.,-15
COc1cccc(N=Cc2c[nH][nH]c2=O)c1,.,10
CCCOc1ccc(-c2nnn(CC(=O)Nc3cccc(C(=O)OC)c3)n2)cc1,13,12
CCCn1c(=O)c2ccccc2n2c(SCc3nc4ccccc4s3)nnc12,-4,8
OC(c1ccc(F)cc1)C(c1ccccc1)N1CCOCC1 (centres undefined),-4,1
CNC(=O)c1ccsc1NC(=O)CN1C(=O)CCC1=O,-3,5
CCOC(=O)Cc1nn(C)c(=O)c2ccccc12,-5,-13
CSc1ccc(S(=O)(=O)Nc2ccc(NC(C)=O)cc2)cc1,-5,-3
O=C(c1ccc2c(c1)OCO2)N1CCC2(CC1)Oc1ccc(Cl)cc1C(=O)C21CC(c2ccccc2)=NO1 (centres undefined),.,-36
CCOC(=O)c1ccccc1NC(=O)c1ccccc1NS(C)(=O)=O,-4,-23
CCCCNc1cc(=O)oc2ccccc12,.,5
O=C(NCc1ccco1)C12CN(Cc3ccccc3)CC1C(c1ccc([N+](=O)[O-])cc1)=NO2 (centres undefined),.,-461
Cc1cc(C(=O)CSc2nnc(-c3ccco3)o2)c(C)n1-c1ccc2c(c1)OCCO2,37,-2
CCOc1ccc(N2CC(C(=O)Nc3ccc(F)cc3F)CC2=O)cc1 (centres undefined),1,32
CCOc1ccc(C(=O)OC2CCN(C)CC2)cc1,.,17
O=C(OC(C(=O)NCc1cccs1)c1ccccc1F)c1ccco1 (centres undefined),.,8

# Following part.
SMILES,RT RNaseH block,RmlC RmlD mix
Cc1cc(C(=O)NCCCOC(C)C)c2ccccc2n1,.,-9
COC(=O)c1ccc(NC(=O)Cc2ccccc2)cc1,-7,-14
COc1ccc(Cn2nnnc2C(c2ccccc2Cl)N2CCC(C(N)=O)CC2)cc1 (centres undefined),.,-8
CCN1C(=O)c2ccccc2S(=O)c2ccc(C(=O)N3CCN(C(=O)c4ccco4)CC3)cc21 (centres undefined),-9,-18
Cc1ccc(N2CC(C)Cn3c2nc2c3c(=O)n(CC(=O)OCc3ccccc3)c(=O)n2C)cc1C (centres undefined),1,7
CCCCNC(=O)CN1C(=O)NC2NC(=O)NC21 (centres undefined),.,-7
CCCCNC(=O)[C@@H]1CC=C[C@@H]2CCN(Cc3ccc(Cl)c(Cl)c3)C(=O)[C@@H]21,.,-10
Cn1ncc(C#N)c1NC(=O)C1CC(c2ccc(Cl)c(Cl)c2)=NO1 (centres undefined),.,7
O=C1C(Nc2ccccc2)=C(N2CCCCC2)C(=O)c2ccccc21,.,-6
OC(COc1ccc2ccccc2c1)CN1CCCC1 (centres undefined),-18,-12
COc1cc2c(=O)n(CC3CCCO3)c(=O)n(CC(=O)Nc3cccc(Cl)c3)c2cc1OC (centres undefined),9,-1
COCCN1C(=O)c2oc3ccccc3c(=O)c2C1c1ccc(OC)c(OC)c1 (centres undefined),-1,13
Cc1nc(N)sc1Cc1ccc2c(c1)OCO2,-21,-7
COc1ccc(CCN)cc1OC,.,2
O=[N+]([O-])c1c(Nc2ccccc2)ccc2nonc12,.,-6
O=C(/C=C/c1ccccc1)N/C(=C/c1ccccc1)C(=O)N1CCCCC1,.,-11
C=CCCC(=O)Nc1nc(C)c(-c2csc(Nc3ccc(Cl)cc3Cl)n2)s1,.,-14
Oc1ccc(/C=N/NC2=NCCCCC2)cc1,.,3
O=C(c1ccc(Br)o1)N1CCN(c2ccccc2F)CC1,1,6
Cc1cc(NC(=O)C(C)(C)C)no1,4,2
Cc1occc1C(=O)Nc1cc(C(F)(F)F)ccc1Cl,-13,-2
O=C1CCC(=O)N1OCCCOc1ccccc1,.,1
O=C(COn1nnc2ccc(C(F)(F)F)cc21)Nc1nnc(-c2ccccc2)o1,14,-21
O=S(=O)(c1ccc(F)cc1)N1CCN(c2ccccc2)CC1,.,10
CCn1c(=O)c(C(=O)CN(C)Cc2cccc(OC)c2OC)c(N)n(Cc2ccccc2)c1=O,.,-218

# Given with bars between the fields: part of the list above
Compound | RT RNaseH block | RmlC RmlD mix
C=CCCC(=O)Nc1nc(C)c(-c2csc(Nc3ccc(Cl)cc3Cl)n2)s1 | . | -14
Oc1ccc(/C=N/NC2=NCCCCC2)cc1 | . | 3
O=C(c1ccc(Br)o1)N1CCN(c2ccccc2F)CC1 | 1 | 6
Cc1cc(NC(=O)C(C)(C)C)no1 | 4 | 2
Cc1occc1C(=O)Nc1cc(C(F)(F)F)ccc1Cl | -13 | -2
O=C1CCC(=O)N1OCCCOc1ccccc1 | . | 1
O=C(COn1nnc2ccc(C(F)(F)F)cc21)Nc1nnc(-c2ccccc2)o1 | 14 | -21

# Full records from above.
# `COc1ccc(Cn2nnnc2C(c2ccccc2Cl)N2CCC(C(N)=O)CC2)cc1` (centres undefined) across the screens: RT RNaseH block: .; RmlC RmlD mix: -8
# `Cc1cc(NC(=O)C(C)(C)C)no1` across the screens: RT RNaseH block: 4; RmlC RmlD mix: 2

# (listing goes on)
SMILES,RT RNaseH block,RmlC RmlD mix
N#C/C(=N\O)c1nc(-c2ccccc2)cs1,2,8&9
Cc1ccccc1-n1ccnc1SCC(=O)O,.,1
CC1CN(c2oc(-c3cccs3)nc2C#N)CC(C)O1 (centres undefined),-6,75*
COc1cccc(C2=NOC(C(=O)Nc3cccnc3)C2)c1 (centres undefined),-5,12
CC(=O)c1c(C)[nH]c(C(=O)CSc2nnc(-c3cccs3)n2Cc2ccccc2)c1C,.,-8
Cc1onc(-c2c(F)cccc2Cl)c1C(=O)N1CCCc2ccccc21,-4,1
Cc1ccccc1N1CCN(c2ncnc3scc(-c4cccs4)c23)CC1,.,6
COc1ccc(S(=O)(=O)N(CC(=O)NCc2ccco2)c2ccccc2)cc1OC,-15,-11
COc1ccc(-c2cc(C(=O)Nc3c(C)nn(Cc4ccc(Cl)cc4)c3C)no2)cc1,62*,-10
CC(=O)N(CC(C)(C)CC=C(C)C)c1ccccc1,-24,2
CN1CCC2(CC1)NC(=O)NC2=O,0,2
CCOC(=O)c1nn(-c2ccccc2)c(C#N)c1NC(=O)c1nn(CC)cc1Br,-3,-7
O=C(O)c1ccc(COc2ccc(Cl)cc2)o1,-3,9
C=CCC(O)(CCN1CCCCC1)c1ccccc1 (centres undefined),-9,6
CCC12CN3CCN(CC(C3)C1O)C2 (centres undefined),.,7
COC(=O)C(c1ccccc1)N1CCCCCC1 (centres undefined),-9,7
Cc1cccc(C)c1NC(=O)C(NC=O)c1ccc(Cl)cc1 (centres undefined),.,-18
CCOC(=O)C1=NN(N=O)C2(CC(=O)N(c3cc(C)cc(C)c3)C2=O)C1 (centres undefined),.,-12
c1csc(-c2nnsc2-c2nc3ccccc3[nH]2)c1,34,1
C=CCNc1sc(C(=O)c2cccs2)c(N)c1C#N,-17,-5
CC(C)C[C@H]1COCCS(=O)(=O)N1Cc1ccc(Cl)c(Cl)c1,.,-5
CNc1nc(C)nc(-n2nc(C)cc2C)n1,10,0

# Of the compounds above, these have a CF3 group.
SMILES,RT RNaseH block,RmlC RmlD mix
O=S(=O)(CCN(CCS(=O)(=O)C(F)(F)F)CC1CCCO1)C(F)(F)F (centres undefined),13,-4
COc1ccc(C(=O)Nc2nnc(C(F)(F)F)s2)cc1,1,-2
CN=C(Nc1ccc(Cl)cc1)c1ccc(C(F)(F)F)cc1,.,-3
NC(=O)c1ccc(C(F)(F)F)n(Cc2ccc(Cl)cc2)c1=O,.,-4
O=c1[nH]c2cccc(Cl)c2n(CCNc2ncc(C(F)(F)F)cc2Cl)c1=O,.,-34
Cc1occc1C(=O)Nc1cc(C(F)(F)F)ccc1Cl,-13,-2
O=C(COn1nnc2ccc(C(F)(F)F)cc21)Nc1nnc(-c2ccccc2)o1,14,-21

# High-throughput results: PubChem, several laboratories

# A portion of the library; count on the stated rates, not on these rows.
